# Epigenetic derep – Quantitative High-Throughput Screen for Regulators of Epigenetic Control | murine LDR cells, GFP reporter derepression, 30 h | Potency, µM (doses to about 53.9 µM), inactives show at the top dose GFP activation, actives largely listed as activators | 280,000 tested, 0.2% active | AID 1865, 2009; active means well fitted activation curve with a large enough effect; inconclusive means small, poorly fitted or top-dose-only effect; further: % of control where 0% means no effect; nearly all actives have a fitted effect of over 60% in size
#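 Reporter derepression read as number of fluorescent GFP-positive objects, 20-120 um in size, counted by laser-scanning cytometer. Mouse LDR line with an epigenetically silenced CMV-GFP locus; compound incubation 30 h, 37 C.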
# LMNA splice mod – qHTS Assay for Modulators of Lamin A Splicing. AID 1487, 2009. 200,000 tested, 0.01% active. Potency, µM (top dose mostly 46.1 µM), without a hit: at the top dose ratio change, negative = inhibition, hits mostly inhibitors. HeLa LMNA splicing GFP/RFP minigene ratio, 48 h; active means well fitted inhibition curve with a large enough effect in the signal ratio, with a control signal flat, not every such curve was filed as active; inconclusive means small, poorly fitted or top-dose-only effect, or effect the other way, or a change in a side signal; the % refers to the signal ratio; further: on the % scale 0 is the no-effect control and ±100 the full control effect
#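 Read-out is the ratio of GFP to DsRed2 object intensity, acquired by 488 nm laser-scanning cytometry on HeLa lamin A-EGFP minigene reporter cells. Compound incubation 48 hrs at 37 °C in Opti-MEM with 2% FBS; DMSO 0.5% final.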
# * marks the source's active call; other numbers are inactive results; ? = inconclusive; [ ] = another dose, or the depositor's remark. Potency means the concentration at half of the fitted maximal effect. This is a subset; the hit share may differ from the screen's.
# Order of values – Epigenetic derep, LMNA splice mod
CCCCSCCCNC(=O)C1CCC(CNS(=O)(=O)c2ccccc2)CC1 (stereo not given)
  -1.1%, 1%[46 µM]
CCOc1ccc(NS(=O)(=O)c2ccc(C(=O)N(C)C)s2)cc1
  -2.1%, -3%[46 µM]
COc1ccccc1CCNC(=O)C(=O)NCC(c1ccco1)S(=O)(=O)c1cccs1 (stereo not given)
  3.4%, -8%[46 µM]
COc1ccc(S(=O)(=O)n2nc(C)c(S(=O)(=O)N3CCCCC3)c2C)cc1
  2.5%, -6%[46 µM]
COc1ccc(CC(=O)NCC(c2ccc(N(C)C)cc2)N2CCOCC2)cc1 (stereo not given)
  -4.2%, -13%[46 µM]
Cc1cccc(OCC(=O)Nc2ccccc2OCc2cc(=O)n3cc(C)ccc3n2)c1
  -0.2%, -4%[46 µM]
COc1ccc(C)cc1NC(=O)CSc1nc(=O)n(Cc2cccnc2)c2c1CCC2
  -0.4%, -2%[46 µM]
Cc1cc(C)cc(NS(=O)(=O)c2ccc3c(c2)CCCN3C(=O)C2CCC2)c1
  5.0%, -8%[46 µM]
CC(=O)c1ccc(Oc2ncnc3c2oc2ccccc23)cc1
  -1.3%, 4%[46 µM]
O=C(CSc1nc2ccccc2n1Cc1ccccc1Cl)NCc1ccccc1
  -2.4%, -15%[46 µM]
Cc1cc2c(cc1S(=O)(=O)NCc1ccc(F)cc1)n(C)c(=O)c(=O)n2C
  1.1%, 1%[46 µM]
Cc1cc(F)ccc1NC(=O)C(c1ccccc1)N1Cc2ccccc2C1=O (stereo not given)
  1.2%, 19%[46 µM]
Cc1cc(C)n(C(C)CC(=O)Nc2ccc(C)c(F)c2)n1 (stereo not given)
  1.5%, ?
Cc1ccc(-c2cc(C(=O)Oc3ccc(C#N)cc3)no2)cc1
  -1.6%, 12%[46 µM]
CCOC(=O)N1CCC2(CC1)OC(=O)C(C)=C2C(=O)NCc1cccc(F)c1
  -1.2%, 3%[46 µM]
CC(C)CN(C(=O)c1cccc(S(=O)(=O)N2CCCCC2)c1)C1CCS(=O)(=O)C1 (stereo not given)
  0.0%, ?
Cc1ccc2nc(N(Cc3cccnc3)C(=O)Cc3ccccc3)sc2c1
  2.7%, ?
CCN(c1ccccc1)S(=O)(=O)c1nnc(NC(=O)c2cccs2)s1
  2.5%, -6%[46 µM]
O=C(Nc1ccccc1-c1nc2ccccc2s1)c1cc(Cl)cc(Cl)c1
  0.0%, -3%[46 µM]
CCOC(=O)c1c(C)sc(-c2c(-c3cc(C)ccc3C)[nH]c3c2c(=O)n(C)c(=O)n3C)c1O
  0.8%, ?

# More compounds:
# Order of values – Epigenetic derep, LMNA splice mod
Cc1ccc(C(c2sc3nc(-c4ccco4)nn3c2O)N2CCN(Cc3ccccc3)CC2)cc1 (stereo not given)
  2.4%, ?
COc1cc(-c2nc(S(=O)(=O)c3ccc(Br)cc3)c(N3CCOCC3)o2)cc(OC)c1OC
  1.1%, -5%[46 µM]
COC(=O)c1ccc(Cn2c(SCC(=O)NCc3ccccc3)nc3ccccc32)cc1
  2.6%, 7%[46 µM]
Cc1nc(-c2ccc(F)cc2)sc1CCNC(=O)c1ccc(OC(C)C)cc1
  0.0%, -17%[46 µM]
Cn1c(=O)c2c(c3ccccc31)OC(=O)CC2c1ccccc1 (stereo not given)
  -1.1%, 5%[46 µM]
COc1cn(CC(=O)Nc2c(C)cc(C)cc2C)c(CN2CCCCC2)cc1=O
  0.0%, -3%[46 µM]
COc1ccc(C)cc1NC(=O)c1cc2c(=O)n(Cc3cccnc3)ccc2nc1C
  0.0%, 8%[46 µM]
CCN(CC)C(=O)Cn1ncc2c([nH]c3ccccc32)c1=O
  0.0%, 9%[46 µM]
Cn1c(=O)[nH]c2cc(-c3noc(-c4cccc(Cl)c4)n3)ccc21
  0.8%, 7%[46 µM]
Cc1ccn2c(=O)cc(COc3ccc(NC(=O)COc4ccccc4)cc3)nc2c1
  1.5%, -1%[46 µM]
Cc1ccccc1CSc1nc2cccnc2n1Cc1ccc(C(=O)NC2CC2)cc1
  -1.2%, 4%[46 µM]
COc1ccc(C(=O)Nc2ccc3nc(SCC(=O)N(C)c4ccccc4)sc3c2)cc1
  4.8%, 8%[46 µM]
COc1cc2c(cc1OC)n(CC(=O)c1ccc(C)cc1C)c(=O)n1nc(CCn3nc(C)cc3C)nc21
  -1.3%, 1%[46 µM]
COc1cccc(C(=O)Nc2nc3c(s2)CCCC3)c1
  -3.2%, -5%[46 µM]
CCOc1cc2[nH]c(=O)n(CCCCC(=O)N3CCN(c4cccc(Cl)c4)CC3)c(=O)c2cc1OCC
  -0.5%, ?
Cc1ccc(OCCSc2nc3ccc(NC(=O)COc4ccc(C)cc4)cc3s2)cc1
  -1.6%, ?
CC(CNC(=O)c1sc2ncccc2c1-n1cccc1)c1ccccc1 (stereo not given)
  -0.6%, 11%[46 µM]
COC(=O)c1cccc(Nc2c(-c3ccc(SC)cc3)nc3nc[nH]n23)c1
  -1.3%, -11%[46 µM]
CCc1ccc(NC(=O)c2sc(-n3nc(C)c(Cc4ccc5c(c4)OCO5)c3C)nc2C)cc1
  -3.2%, 16%[46 µM]
CC1=C(C(=O)NCc2ccccc2Cl)C2(CCCCCC2)OC1=O
  -1.2%, 12%[46 µM]

# The listing continues:
# Order of values – Epigenetic derep, LMNA splice mod
Cc1cccc(-c2nc(SCC(=O)Nc3cc(C)on3)c3c(=O)n(C)c(=O)n(C)c3n2)c1
  ?, 3%[46 µM]
CCC(CC)C(=O)OCc1cc(=O)n2nc(C3CCCCC3)sc2n1
  4.4%, -12%[46 µM]
COc1cccc(NC(=O)CCS(=O)(=O)c2ccc3c(c2)oc(=O)n3C)c1
  3.8%, 7%[46 µM]
COCCNC(=O)CSc1nc2cc3c(cc2c(=O)n1CCCCCC(=O)NCCc1ccc(OC)c(OC)c1)OCO3
  0.0%, -6%[46 µM]
O=C(CCn1cnc2onc(-c3ccc(F)cc3)c2c1=O)N1CCN(c2ccc(F)cc2)CC1
  5.1%, -7%[46 µM]
COc1ccc2c(CNCCc3ccccc3)c(C(=O)O)n(Cc3cccc(F)c3)c2c1
  -1.1%, -15%[46 µM]
CC1CCCN(S(=O)(=O)c2cc(C(=O)NCCc3ccccc3)n(C)c2)C1 (stereo not given)
  -1.7%, -7%[46 µM]
Cc1ccc(N2CC(C(=O)NCc3nnnn3-c3ccc(C)c(C)c3)CC2=O)cc1C (stereo not given)
  0.5%, -8%[46 µM]
Cc1ccccc1OCC(=O)Nc1ccc(S(=O)(=O)N(Cc2ccccc2)c2ccccc2)cc1
  -1.6%, 9%[46 µM]
CCOc1ccc(CNC(=O)c2ccc(NC(=O)N3CCCCc4ccccc43)cc2)cc1
  0.0%, -16%[46 µM]
CCc1cccc2sc(N3CCN(C(=O)C4CC4)CC3)nc12
  -5.0%, -25%[46 µM]
COc1cc(C2C(=O)N(C3CCCCC3)CC(=O)N2C2CCCC2)ccc1OC(C)C (stereo not given)
  7.5%, -7%[46 µM]
Cc1cc(N2CCN(C)CC2)nc2ccc(NC(=O)Nc3ccccc3Br)cc12
  -0.4%, -18%[46 µM]
COc1ccc(Nc2nc(-c3ccc(C)cc3)nc3ccccc23)c(OC)c1
  1.5%, ?
CCc1ccc(-c2csc(-c3cc4cc(Br)ccc4oc3=O)n2)cc1
  17%, 5%[46 µM]
CCOc1ccc(-c2c(C)nn3c(C)c(C(=O)NCCN(C)C)cnc23)cc1OCC
  2.3%, ?
CCc1ccc(NC(=O)C2CCN(S(=O)(=O)c3cccc(-c4noc(C)n4)c3)CC2)cc1
  2.1%, ?
CN(Cc1ccccc1)c1ncnc2c1nnn2C
  1.0%, 16%[46 µM]
CCOC(=O)c1c(C)sc(-c2c(-c3ccc(OC)c(F)c3)[nH]c3c2c(=O)[nH]c(=O)n3C)c1O
  -0.8%, -6%[46 µM]
CCOC(=O)c1cc(-c2ccccc2)n(CCCC(=O)Nc2ccc(C)cc2C)c1C
  -1.1%, 14%[46 µM]

# Further results follow:
# Order of values – Epigenetic derep, LMNA splice mod
CCOCCc1nn2c(=O)cc(COC(=O)c3ccccc3Br)nc2s1
  2.3%, ?
O=C(c1cccc(Br)c1)N1CCN(Cc2cc(=O)n3nc(-c4ccccc4)sc3n2)CC1
  1.2%, ?
COc1cc(CSc2ncc(CO)n2Cc2ccc(C)cc2)cc(OC)c1
  5.1%, -12%[46 µM]
Cc1cc(-n2c(C)nc3ccccc3c2=O)ccc1NC(=O)c1ccc([N+](=O)[O-])cc1
  3.9%, 9%[46 µM]
Cc1ccc(CNC(=O)C2CCN(C(=O)N3CC(C)Oc4ccc(Cl)cc43)CC2)cc1 (stereo not given)
  0.0%, ?
CCOc1ccc(CNC(=O)c2ccc3c(c2)sc2nc(-c4ccc(OC)cc4)cn23)cc1
  0.0%, 17%[46 µM]
CCN(c1ccc(OC)cc1)S(=O)(=O)c1nnc(NC(=O)COc2ccc(F)cc2)s1
  8.5%, 6%[46 µM]
CCOC(=O)c1ccc(NC(=O)Cn2c(=O)cc(C)c3c(C)nn(-c4ccc(CC)cc4)c32)cc1
  4.4%, 16%[46 µM]
CCOc1ccc(NC(=O)C2CCN(C(=O)N3CC(C)Oc4ccc(Cl)cc43)CC2)cc1 (stereo not given)
  2.2%, ?
CC(=O)N1CCCc2cc(S(=O)(=O)N3CCC(C(=O)Nc4c(C)cccc4C)CC3)ccc21
  0.0%, -3%[46 µM]
O=C(CSc1nccn1-c1cccc(Cl)c1)Nc1cccc2ccccc12
  2.5%, ?
COc1cccc(N2CCN(c3ncnc4onc(-c5ccc(F)cc5)c34)CC2)c1
  -1.3%, -8%[46 µM]
COc1ccc(OC)c(CNC(=O)CCn2c(=O)c3cccn3c3ccc(F)cc32)c1
  0.0%, ?
COc1ccc(NC(=O)CCS(=O)(=O)c2cc3c(cc2C)NC(=O)CO3)cc1Cl
  2.8%, -10%[46 µM]
CC1CCc2nc3ncn(Cc4ccccc4F)c(=O)c3cc2C1 (stereo not given)
  -0.6%, -1%[46 µM]
CS(=O)(=O)Nc1ccc(-c2nc3ccccc3s2)cc1
  -3.2%, ?
CC(=O)Nc1cc(C(=O)NCc2ccc(F)cc2)ccc1Sc1ccc(F)cc1
  0.6%, -3%[46 µM]
Cc1cc(C)n(CC(=O)Nc2cc(F)ccc2F)c(=O)c1C#N
  -0.5%, ?
CCc1ccc(-c2nc(-c3cc4ccccc4oc3=O)sc2C)cc1
  ?, -4%[46 µM]
O=C(c1ccc(Br)cc1)N(Cc1cccs1)c1ccc(F)cc1
  -3.2%, -18%[46 µM]

# Compound profiles (already shown). Screens in order: Epigenetic derep	LMNA splice mod
# CCOc1ccc(NC(=O)C2CCN(C(=O)N3CC(C)Oc4ccc(Cl)cc43)CC2)cc1 (stereo not given) in the list: 2.2%	?
# COc1ccc(NC(=O)CCS(=O)(=O)c2cc3c(cc2C)NC(=O)CO3)cc1Cl in the list: 2.8%	-10%[46 µM]
# O=C(CSc1nccn1-c1cccc(Cl)c1)Nc1cccc2ccccc12 in the list: 2.5%	?
# O=C(c1ccc(Br)cc1)N(Cc1cccs1)c1ccc(F)cc1 in the list: -3.2%	-18%[46 µM]
# Cc1cc(C)n(CC(=O)Nc2cc(F)ccc2F)c(=O)c1C#N in the list: -0.5%	?

# Further structures follow:
# Order of values – Epigenetic derep, LMNA splice mod
COc1ccc(Cl)cc1NC(=O)CSc1cc(C)[nH]c(=O)n1
  0.9%, -5%[46 µM]
Cc1cccc(-n2cc(-c3ccccc3)c3c(N4CCC(C)CC4)ncnc32)c1
  2.9%, ?
Cc1cccn2c(=O)c(C(=O)NCCc3ccccc3)cnc12
  1.1%, 5%[46 µM]
O=C(Cn1c(=O)nc(-c2ccccc2)c2cc(Cl)ccc21)NCCc1ccccc1
  -2.6%, ?
COc1ccc(-c2cn3c(n2)sc2cc(C(=O)Nc4cc(Cl)ccc4C)ccc23)cc1
  0.0%, 7%[46 µM]
COCCNC(=O)c1ccc(-n2c(-c3ccccc3)cc3c2CCCCC3)cc1
  0.0%, ?
CC(C)Oc1ccc(CNC(=O)c2ccc3c(c2)nc2n3CCCCC2)cc1
  7.1%, 3%[46 µM]
COc1ccc(-n2cc(C(=O)NCc3cccc(OC)c3)c3ccccc3c2=O)cc1
  0.8%, -14%[46 µM]
CCOC(=O)C1CCN(c2cc(C)nc3c(-c4ccccc4OC)c(C)nn23)CC1
  -1.1%, -2%[46 µM]
Cc1cn2c(=O)cc(COC(=O)COc3ccc(C)c(C)c3)nc2s1
  0.0%, -10%[46 µM]
Cc1cccc(N2C(=O)N(Cc3cc(=O)n4ccccc4n3)c3ccccc3S2(=O)=O)c1
  -0.5%, -6%[46 µM]
Clc1cccc(-n2ncc3c(NCCc4ccccc4)ncnc32)c1
  7.1%, ?
Cc1ccc2c(c1)cc(C(=O)Nc1ccc(F)cc1F)n2C
  -2.4%, ?
Cc1ccc(C)c(NC(=O)CSc2nccn2-c2cccc(C)c2C)c1
  0.0%, -23%[46 µM]
COc1ccc(N(Cc2cccs2)C(=O)c2ccc(OCC(C)C)cc2)cc1
  -1.6%, -18%[46 µM]
Cc1cccc(CCNC(=O)c2c[nH]c3ccc(S(=O)(=O)Nc4ccccc4F)cc3c2=O)c1
  -1.1%, ?

# Screening data deposited in PubChem BioAssay by National Center for Advancing Translational Sciences (NCATS).
